Efa HMGR inh – E. faecalis class II HMG-CoA reductase inhibition. AID 1066. inhibition, % at 10 µM. purified E. faecalis HMGR, NADPH absorbance 340 nm kinetic. 190,000 tested, 0.41% active;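 active = inhibition above a set limit, the median over all tested compounds plus 3 SD, cut at about 9.5% in these data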;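 note: enzyme runs in reverse so mevalonate oxidation gives rising NADPH absorbance; 0% = complete reaction with DMSO and 100% = background rate lacking mevalonate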
PPARg SRC-1 ag – PPARgamma-driven SRC-1 recruitment agonism. activation, % at 8 µM. 200,000 tested, 0.41% active. PPARgamma-SRC-1 coactivator recruitment biochemical assay. AID 631; in the data active = activation above about 19%;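 note: 0% = DMSO and 100% = reference agonist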
Target sequence (P37231 whole entry, looked up): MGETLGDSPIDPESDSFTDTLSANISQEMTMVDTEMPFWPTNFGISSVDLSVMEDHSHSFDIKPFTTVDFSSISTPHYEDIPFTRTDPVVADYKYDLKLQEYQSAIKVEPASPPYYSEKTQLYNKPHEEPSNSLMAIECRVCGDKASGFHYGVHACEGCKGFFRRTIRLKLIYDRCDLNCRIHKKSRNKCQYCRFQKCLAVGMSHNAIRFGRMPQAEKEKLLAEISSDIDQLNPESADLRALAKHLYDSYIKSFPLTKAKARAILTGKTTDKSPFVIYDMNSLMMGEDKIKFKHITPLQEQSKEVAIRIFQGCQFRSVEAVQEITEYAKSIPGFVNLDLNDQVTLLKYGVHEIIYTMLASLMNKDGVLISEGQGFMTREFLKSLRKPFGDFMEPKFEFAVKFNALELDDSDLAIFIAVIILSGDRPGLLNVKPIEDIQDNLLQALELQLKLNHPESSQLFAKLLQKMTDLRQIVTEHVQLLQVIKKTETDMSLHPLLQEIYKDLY
PPARg SRC3 recr – PPARgamma-driven SRC-3 recruitment agonism | biochemical PPARgamma/SRC-3 coactivator recruitment assay | P37231 | 200,000 tested, 0.26% active | AID 731 | activation, % at 8 µM; in the data active = activation above about 23%;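 note: 0% = DMSO and 100% = reference agonist; some compounds past the cut are filed as inactive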
bIAP act – increases bovine intestinal alkaline phosphatase activity; purified bovine IAP, CDP-star luminescence, 30 min; stronger effect = higher value; fold of DMSO-control signal, blank-subtracted; activation factor at 20 µM; 200,000 tested, 0.17% active;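 active = activation factor of 2 or more at 20 µM, a signal rise over negative controls twice the positive control's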
TNAP inh no acc – blocks human TNAP activity with no phosphate acceptor present; P05186; purified TNAP, CDP-star luminescence, 30 min; inhibition, % at 20 µM; 200,000 tested, 0.26% active;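 active = tissue-nonspecific alkaline phosphatase inhibition above about 50% at 20 µM in the single-dose screen, limit read from the data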;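 note: 0% = DMSO negative control and 100% = EDTA positive control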
Target sequence (P05186 whole entry, looked up): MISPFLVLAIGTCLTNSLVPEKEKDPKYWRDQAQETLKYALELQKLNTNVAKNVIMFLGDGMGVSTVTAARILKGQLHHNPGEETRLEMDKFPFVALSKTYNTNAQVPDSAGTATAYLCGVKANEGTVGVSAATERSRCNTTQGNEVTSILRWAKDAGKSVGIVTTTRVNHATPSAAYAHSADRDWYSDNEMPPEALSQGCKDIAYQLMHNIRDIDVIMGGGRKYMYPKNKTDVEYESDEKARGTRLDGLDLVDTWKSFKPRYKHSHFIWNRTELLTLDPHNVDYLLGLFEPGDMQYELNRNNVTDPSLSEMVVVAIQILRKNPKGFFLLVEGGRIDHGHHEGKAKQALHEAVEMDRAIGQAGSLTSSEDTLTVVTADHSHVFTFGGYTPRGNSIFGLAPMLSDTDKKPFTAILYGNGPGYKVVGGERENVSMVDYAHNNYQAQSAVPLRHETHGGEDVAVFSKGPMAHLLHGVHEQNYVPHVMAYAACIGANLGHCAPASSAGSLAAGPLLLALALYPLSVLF
PPARg SRC-2 ag – agonists of SRC-2 recruitment by human PPARgamma. P37231. PPARgamma LBD-SRC-2 recruitment, biochemical. activation, % at 8 µM. 200,000 tested, 0.34% active. AID 1032; in the data active = activation above about 22%;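 note: 0% = vehicle and 100% = reference agonist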
SRC2 TRFRET art – counter-screen for PPARgamma SRC-2 recruitment agonists: TR-FRET artefact; stronger effect = higher value; TR-FRET ratio at 8 µM; 200,000 tested, 0.4% active; AID 1049; in the data active = TR-FRET ratio above about 2000; note: inactives centre near 1500
TNAP inh hiacc – inhibitors of human TNAP at high phosphate acceptor concentration | P05186 | inhibition, % at 20 µM | purified TNAP, CDP-star luminescence, 1 M DEA | 200,000 tested, 0.03% active;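 active = over 50% inhibition of tissue-nonspecific alkaline phosphatase at 20 µM in the single-dose screen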;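 note: plate controls were DMSO wells for no effect and EDTA-quenched wells as full inhibition for full effect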
TNAP act hiacc – activators of human TNAP at high phosphate acceptor concentration; P05186; purified TNAP, CDP-star luminescence, 1 M DEA, 30 min; stronger effect = higher value; 0 = EDTA background, 1 = DMSO-only activity; 200,000 tested, under 10 active; AID 1136; activation factor at 20 µM;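 active = activation factor at least 2 at 20 µM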
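system = human TNAP | amount = enzyme diluted 1/800 final | reagent = 100 µM CDP-star substrate | signal = luminescent substrate turnover signal | dosing = one dose, 20 µM | benchmarks = EDTA negative control, DMSO positive control | measure = activation factor | timing = 30 min reaction, room temperature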
bIAP inhibitor – intestinal alkaline phosphatase (bovine) inhibition; purified bovine IAP, CDP-star luminescence, 30 min; 190,000 tested, under 10 active; inhibition, % at 20 µM;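 active = over 50% inhibition of intestinal alkaline phosphatase at 20 µM in the single-dose screen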
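test system = bovine IAP enzyme | medium = DEA buffer 100 mM, pH 9.8, with MgCl2 1.0 mM, ZnCl2 0.02 mM | detection = luminescence | dosing = single compound dose of 20 µM, 2% DMSO final | incubation = 30 min reaction at room temperature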
* = called active by the depositor; · = no result given.

SMILES	Efa HMGR inh	PPARg SRC-1 ag	PPARg SRC3 recr	bIAP act	TNAP inh no acc	PPARg SRC-2 ag	SRC2 TRFRET art	TNAP inh hiacc	TNAP act hiacc	bIAP inhibitor
CNC(=S)N1CCN(C(=O)C2CCCO2)CC1 (stereo not given)	-10.8	-5.8	-0.6	1	-15.8	0.0	1528	1.0	1	0.2
CCOC(=O)c1[nH]c2ccc(Br)cc2c1NC(=O)CCN1CCCC(C)(C)C1	-3.6	8.8	4.5	0.9	-9.6	7.8	1492	-7.6	1.1	7.6
CCn1nc([N+](=O)[O-])c(C(C#N)c2nc3cc(C(F)(F)F)ccc3s2)c(Cl)c1=O (stereo not given)	2.9	2.0	11.4	1	34.8	9.7	1654	35.0	0.7	4.1
CCOC(=O)C1=C(CSc2nc3c(cc2C#N)CN(C)CC3)OC(N)=C(C#N)C1c1ccccc1 (stereo not given)	2.2	11.6	4.0	1	-5.9	1.1	1598	-4.3	1	-0.5
Cc1ccc(OCC(=O)N/N=C\c2c(C)[nH]n(-c3ccccc3)c2=O)c([N+](=O)[O-])c1	-12.4	-0.6	0.6	1	6.1	-0.3	1785	-1.6	1	0.0
CCCn1c(SCC(=O)NC(=O)Nc2ccc(C)cc2C)n[nH]c1=O	0.9	1.2	9.6	1	-2.1	-2.1	1447	-5.0	1.1	-4.8
Cc1cccc(C)c1NC(=O)c1sccc1SCC#N	2.2	2.0	-9.5	0.9	-15.8	4.0	1675	-2.0	1	10.8
O=C1c2ccccc2NC2(CCCC2)N1N=C1CCCC1	-1.5	2.0	-2.1	1	-11.2	-3.8	1631	-4.7	1	-3.5
Oc1ccc(Br)cc1C=Nc1ccc2[nH]ncc2c1	-2.9	-3.0	-0.2	0.8	8.4	-3.9	1571	-2.1	1	21.3
Cc1ccc(N=c2ssnc2Cl)cc1	-4.7	-0.2	7.9	1	-26.0	1.6	1546	-4.3	1	-0.2
O=C(Nc1ccccn1)[C@@H]1CCC(=O)N1C(=O)OCc1ccccc1	-5.0	0.2	-1.5	1.1	-3.3	-1.8	1408	-0.7	1	-6.8
CSc1nc2ccc(S(=O)(=O)N3CCCCC3)cc2s1	2.9	-1.8	6.9	0.9	-0.9	7.9	1665	1.9	1	10.8
CC1=NN(c2ccccc2)C(=O)C1c1ccccc1 (stereo not given)	5.0	2.5	-2.0	0.7	-14.2	5.2	1673	-2.0	1	30.2
CCCc1nnc(NC(=O)c2ccc(N3C(=O)C4C5C=CC(C5)C4C3=O)cc2)s1 (stereo not given)	0.2	-1.3	-4.8	0.9	-14.1	-2.4	1444	-10.7	1.1	10.3
COCC(=O)Nc1ccc(Nc2ccccc2)cc1	-2.0	11.0	20.0	1	-1.4	14.4	1716	5.5	0.9	2.8
Cn1c(CN2CCN(C(=O)c3ccc(F)cc3)CC2)nc2cc([N+](=O)[O-])ccc21	-5.9	-5.4	-3.1	1	-2.8	1.7	1489	-3.5	1	4.6
Cc1sc(NC(=O)Nc2ccccc2)c(C(N)=O)c1C	-10.0	3.3	9.4	1.1	-9.6	7.3	1703	-4.9	1	-9.3
Cc1cc2cc(CN3C(=O)c4ccccc4C3=O)ccc2[nH]1	-5.1	4.7	1.2	1.1	3.4	0.6	1379	1.2	1	-10.1
O=C(CCn1c(=O)oc2ccccc21)N1CCc2ccccc21	-2.4	-0.3	-17.2	1	4.5	-7.8	1590	1.0	1	2.8
COc1cc(S(=O)(=O)N2CCN3CCCC3C2)ccc1-n1cnnn1 (stereo not given)	-7.8	5.2	9.6	1	-15.0	0.8	1617	-5.8	1.1	3.8
COc1ccc(Cl)cc1C(=O)NNC(=S)NC(=O)c1cc(-c2ccccc2)nc2ccccc12	-4.9	8.0	-7.9	1	-1.7	2.8	1501	-2.6	1	-4.4
Cc1cc(N2C(=O)C3CC=CCC3C2=O)cc(C)c1Br (stereo not given)	-2.1	0.3	-18.9	0.8	-2.7	-3.0	1514	0.1	1	15.6
CNC(=S)N1N=C(c2ccc(Br)cc2)CC1c1ccc(N(C)C)cc1 (stereo not given)	-11.4	27.3*	28.7*	1	-11.5	20.4	3604*	-7.5	1.1	-4.7
O=C(NCc1ccc(Cl)cc1)c1ccccc1CCc1ccccc1	-1.1	2.4	-0.5	1	-19.8	-4.4	1398	-4.6	1	2.2
CC(C)Sc1nc2c([nH]1)c(=N)ncn2Cc1ccccc1	-3.7	6.3	-1.8	1.1	-5.8	-4.0	1386	-4.8	1	-5.5
CCOC(=O)C1=C(O)C(Nc2nccs2)(C(F)(F)F)N=C1C (stereo not given)	2.5	14.9	-2.0	1	-7.5	-8.3	1723	2.9	1	0.6
CNC(=O)Nc1cc(C(C)(C)C)no1	1.0	10.4	-9.3	0.9	-7.1	-6.2	1598	0.7	1	8.5
CCn1c(C)c(C(C)=O)c(N2CCN(c3ccc(F)cc3)CC2)nc1=S	-0.5	4.4	18.9	0.9	-0.9	11.1	1693	-3.4	1	5.6
Cc1ccc(-n2nnnc2CCl)cc1	-1.7	-7.5	-3.3	1.1	-7.8	-0.3	1533	-5.7	1.1	-5.2
COc1cc(/C=C/C(=O)OCC(=O)Nc2ccc(S(=O)(=O)N3CCCC3)cc2)ccc1O	-3.4	-2.4	0.2	1.5	-8.4	0.8	1695	-3.6	1	-49.3
O=C(CN1CCCCCC1=O)OCc1ncc(-c2ccccc2)o1	0.6	-4.1	-8.1	0.9	-12.6	-8.0	1353	-4.2	1	6.2
O=C1CCCC(O)=C1N=Nc1ccc(Cl)c(Cl)c1	0.2	-6.2	-2.4	1	4.8	-1.3	1693	10.3	0.9	-4.0
CC(C)c1ccc(N2C(=O)CC(Sc3ncn[nH]3)C2=O)cc1 (stereo not given)	-2.6	-7.6	-13.7	0.9	-45.7	-0.7	1469	1.6	1	9.0
CCC(=O)Nc1ccc(C(=O)NCc2ccccn2)cc1	-2.7	5.3	3.1	1	-2.1	-0.6	1400	-5.9	1.1	-4.7
CC(=O)Nc1ccc(C)cc1NC(C)=O	-1.0	-12.1	1.0	0.9	-2.4	-0.4	1512	-2.5	1	6.3
Cc1ccc(O)c(CC(C)C)n1	-3.9	-1.5	-6.9	1.1	-7.3	3.4	1404	-0.1	1	-9.2
CCC(C)(C)NC(=O)C(c1ccncc1)N(Cc1cccs1)C(=O)Cn1nnc2ccccc21 (stereo not given)	-1.9	0.1	-1.8	1	-11.2	6.1	1469	-7.7	1.1	-3.2
Cc1nc(Nc2nc(=O)c3ccccc3n2C)nc2c(C)cccc12	·	9.4	2.4	·	·	-0.3	1460	·	·	·
CCCc1oc(C(=O)O)cc1CN1CCOCC1	-4.8	0.0	-11.4	0.9	-12.3	-1.1	1597	-8.9	1.1	5.3
O=c1[nH]c(-c2cccnc2)nc2sc(-c3ccccc3)cc12	7.4	4.8	1.9	1.1	-8.2	-1.0	1536	-3.9	1	-7.5
COC(=O)c1cccc(NC(=O)Nc2ccccc2OC)c1	-3.2	4.5	-3.4	1	-5.0	-0.9	1390	-3.0	1	-3.4
CCOC(=O)c1nc2ccccc2nc1C	0.8	0.7	-0.3	0.8	-13.3	6.2	1550	-2.9	1	20.8
CCOC(=O)N1CCC(N(CCCOC)C(=O)Nc2cccc(OC)c2)CC1	-4.5	-2.9	7.7	1	-7.7	-0.3	1415	-2.2	1	-3.6
COC(=O)C1=C(NC(=O)c2ccc(C)cc2)CCS1	-7.0	-1.3	5.3	1	-14.0	4.1	1597	-8.9	1.1	4.8
O=C(Cc1ccc(Cl)cc1)Nc1ccc(NC(=O)c2ccccc2)cc1	1.3	6.3	-4.2	0.9	-2.0	3.5	1643	-1.9	1	11.3
CSc1ccc(S(=O)(=O)N2CCCC2)cc1	-2.1	4.0	7.1	1.1	-2.7	7.5	1585	3.8	1	-6.8
O=C(Nc1ccccc1)c1ccc(-c2ccccc2)s1	-2.3	39.4*	16.9	0.5	-13.7	38.5*	2178*	-2.8	1	·
O=C1c2cccc3cccc(c23)C(=O)N1CC1CCCO1 (stereo not given)	0.6	4.5	-0.4	1.1	1.2	6.0	1376	-2.0	1	-11.9
COc1ccc(OCC(=O)Nc2cccc(-c3nc4ccccc4[nH]3)c2)cc1	-3.3	7.6	-0.2	1	-10.6	4.1	1495	-5.5	1.1	1.5
O=C(N/N=C/c1ccc(O)c(O)c1)c1cccc(S(=O)(=O)N2CCCCC2)c1	-9.3	3.7	1.1	1	78.2*	-4.4	1406	18.5	0.8	-0.5
Cc1ccc(CNC(=O)COC(=O)Cn2nc(C)c([N+](=O)[O-])c2C)cc1	8.3	4.0	0.7	1	-32.7	2.2	1611	-5.3	1.1	-4.8
Cc1cc(Cl)ccc1NC(=O)CSc1nnc(-c2ccncc2)n1Cc1ccco1	-2.2	-7.2	-14.1	1.1	-8.6	2.4	1579	-8.1	1.1	-5.6
O=C(NC1CCCCC1)C1CC(=O)N(c2ccc(Cl)cc2)C1 (stereo not given)	1.6	-0.2	-4.2	1	-12.0	-7.8	1623	-3.3	1	-4.6
Cc1[nH]c2ccccc2c1/C=N/NC(=O)c1cc(-c2cccs2)[nH]n1	5.3	9.9	5.2	0.8	81.4*	2.3	1593	12.8	0.9	16.5
COCCN=C1NC(=O)C(CC(=O)Nc2cccc(Cl)c2C)S1 (stereo not given)	-5.2	12.8	4.6	1	-6.0	7.5	1615	1.2	1	4.6

Gathered by group, those above containing an aryl thioether with sulfur outside any ring.
SMILES	Efa HMGR inh	PPARg SRC-1 ag	PPARg SRC3 recr	bIAP act	TNAP inh no acc	PPARg SRC-2 ag	SRC2 TRFRET art	TNAP inh hiacc	TNAP act hiacc	bIAP inhibitor
CCOC(=O)C1=C(CSc2nc3c(cc2C#N)CN(C)CC3)OC(N)=C(C#N)C1c1ccccc1 (stereo not given)	2.2	11.6	4.0	1	-5.9	1.1	1598	-4.3	1	-0.5
CCCn1c(SCC(=O)NC(=O)Nc2ccc(C)cc2C)n[nH]c1=O	0.9	1.2	9.6	1	-2.1	-2.1	1447	-5.0	1.1	-4.8
Cc1cccc(C)c1NC(=O)c1sccc1SCC#N	2.2	2.0	-9.5	0.9	-15.8	4.0	1675	-2.0	1	10.8
CSc1nc2ccc(S(=O)(=O)N3CCCCC3)cc2s1	2.9	-1.8	6.9	0.9	-0.9	7.9	1665	1.9	1	10.8
CC(C)Sc1nc2c([nH]1)c(=N)ncn2Cc1ccccc1	-3.7	6.3	-1.8	1.1	-5.8	-4.0	1386	-4.8	1	-5.5
CC(C)c1ccc(N2C(=O)CC(Sc3ncn[nH]3)C2=O)cc1 (stereo not given)	-2.6	-7.6	-13.7	0.9	-45.7	-0.7	1469	1.6	1	9.0
CSc1ccc(S(=O)(=O)N2CCCC2)cc1	-2.1	4.0	7.1	1.1	-2.7	7.5	1585	3.8	1	-6.8
Cc1cc(Cl)ccc1NC(=O)CSc1nnc(-c2ccncc2)n1Cc1ccco1	-2.2	-7.2	-14.1	1.1	-8.6	2.4	1579	-8.1	1.1	-5.6

This is a random part of the collection; any-hit rate near 1.6%.
